# Bioassay records: PubChem BioAssay, several laboratories
# M4 antag: CHRM4 antagonism in calcium assay | CHO-hM4 cells, ACh EC80, Fluo-8 calcium fluorescence | inhibition, % at 3 µM | 360,000 compounds, 0.73% hits | AID 624125;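 active = inhibition above its plate's cutoff, the mean inhibition of sample wells plus 3 SD, cut at about 27% in these data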;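 also: 0% = acetylcholine EC80 with DMSO and 100% = DMSO without agonist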
# IDE inh: inhibits human insulin-degrading enzyme in HEK cells; P14735; FAbetaB cleavage, fluorescence polarization; inhibition, % at 5.59 µM; 320,000 compounds, 0.41% hits;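 active = percent inhibition above the average of all tested compounds plus 3 SD, set per screening campaign, cut at about 16% in these data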;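 also: IDE supplied by intact live HEK cells; FP after avidin binding of uncleaved biotin substrate so inhibition keeps polarization high; 0% = DMSO wells and 100% = 60 µM reference IDE inhibitor Ii1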
# Target sequence (P14735 whole entry, looked up): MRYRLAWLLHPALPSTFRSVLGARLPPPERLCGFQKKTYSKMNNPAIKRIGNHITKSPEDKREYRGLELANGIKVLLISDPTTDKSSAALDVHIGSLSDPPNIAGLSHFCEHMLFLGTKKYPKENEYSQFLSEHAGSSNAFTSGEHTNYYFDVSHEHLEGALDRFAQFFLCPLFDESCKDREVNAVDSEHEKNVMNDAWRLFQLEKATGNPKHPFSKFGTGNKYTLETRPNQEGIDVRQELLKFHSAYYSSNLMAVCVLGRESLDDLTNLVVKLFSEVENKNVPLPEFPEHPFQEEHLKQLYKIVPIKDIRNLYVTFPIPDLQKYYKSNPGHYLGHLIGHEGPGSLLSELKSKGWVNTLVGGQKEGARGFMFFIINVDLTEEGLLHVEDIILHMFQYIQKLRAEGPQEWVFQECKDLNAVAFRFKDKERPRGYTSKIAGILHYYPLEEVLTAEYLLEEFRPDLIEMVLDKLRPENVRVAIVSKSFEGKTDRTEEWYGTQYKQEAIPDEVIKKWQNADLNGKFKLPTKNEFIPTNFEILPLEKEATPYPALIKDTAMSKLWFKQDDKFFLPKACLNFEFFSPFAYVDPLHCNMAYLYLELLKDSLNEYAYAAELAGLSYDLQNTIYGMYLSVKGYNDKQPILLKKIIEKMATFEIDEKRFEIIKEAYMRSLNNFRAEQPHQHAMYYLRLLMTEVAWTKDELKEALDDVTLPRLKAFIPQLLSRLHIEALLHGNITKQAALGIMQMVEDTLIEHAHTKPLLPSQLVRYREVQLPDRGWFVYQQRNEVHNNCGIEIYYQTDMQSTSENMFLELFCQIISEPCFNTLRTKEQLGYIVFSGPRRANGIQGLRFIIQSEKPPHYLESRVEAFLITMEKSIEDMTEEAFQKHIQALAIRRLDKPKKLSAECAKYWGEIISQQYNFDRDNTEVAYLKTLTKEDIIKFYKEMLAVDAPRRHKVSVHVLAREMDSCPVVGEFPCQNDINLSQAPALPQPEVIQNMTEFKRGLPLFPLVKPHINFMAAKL
# CHRM5 antagonist: CHRM5 antagonism in calcium assay | P08912 | CHO-hM5 cells, Fluo-8 calcium fluorescence, ACh EC80 | inhibition, % at 3 µM | 360,000 compounds, 0.59% hits | AID 624040;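 active = inhibition above a per-plate cutoff, the mean of that plate's test compounds plus 3 SD, cut at about 27% in these data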;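 also: 0% = acetylcholine EC80 with DMSO and 100% = DMSO without agonist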
# CHRM4 agonist: CHRM4 agonism in calcium assay; CHO-K1 hM4/Gqi5, Fluo-8 calcium fluorescence; vehicle 0%, full acetylcholine response 100%; 360,000 compounds, 0.14% hits; activation, % at 3 µM; P08173;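 active = activation above the run mean over all test wells plus 3 SD, cut at about 32% in these data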;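 also: peak over basal fluorescence ratio per well then scaled between controls; 0% = DMSO wells and 100% = acetylcholine at EC100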
# CRFBP-R2 block: blocks CRF-induced signaling of the CRF-BP/CRF-R2 complex; AID 588475; HEK293 CRF-R2/CRF-BP, CRF-induced calcium fluorescence; inhibition, % at 11.8 µM; 350,000 compounds, 0.59% hits;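 active = inhibition of the ligand-induced calcium signal above about 50% at the single tested concentration, limit read from the data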
# M5 ag: agonists of human muscarinic M5 receptor (CHRM5). P08912. CHO-K1 hM5 cells, Fluo-8 calcium fluorescence; 0% DMSO wells, 100% maximal acetylcholine response. activation, % at 3 µM. 360,000 compounds, 0.19% hits;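 active = activation above the run's mean over test compounds plus 3 SD, cut at about 23% in these data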;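 also: signal is peak over basal fluorescence ratio across the kinetic read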
# M5 PAM: CHRM5 positive allosteric modulation | P08912 | CHO-K1 hM5, Fluo-8 calcium, ACh EC20 PAM; 0% = ACh EC20, 100% = ACh EC100 | activation, % at 3 µM | 360,000 compounds, 0.3% hits;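 active = activation above the run cutoff, the mean activation of all test compounds plus 3 SD, cut at about 18% in these data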
#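 Assay system: CHO-K1 hM5 cells / Incubation: Fluo-8 loading 80 min at 37 °C plus 30 min room temperature / Technique: Fluo-8 calcium dye fluorescence, kinetic read / Repeats: single replicate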
# M4 PAM: potentiates acetylcholine response at human M4 receptor. 360,000 compounds, 0.4% hits. P08173. AID 624126. activation, % at 3 µM. CHO-K1 hM4/Gqi5, Fluo-8 calcium fluorescence, ACh EC20; 0% = ACh EC20, 100% = maximal ACh;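 active = activation above its plate's cutoff, the mean activation of sample wells plus 3 SD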; also: some results filed as inactive read as strong as hits
# CRFR2-BP ag: CRF-BP/CRF-R2 complex agonism. activation, % at 13.2 µM. HEK293 CRF-R2/CRF-BP, calcium dye fluorescence (FLIPR); percent of saturating CRF peptide response. 350,000 compounds, 0.46% hits;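 active = activation of at least 50%, plus an integration ratio under a set limit after plate pattern correction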;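 also: plate controls were neutral control wells without compound for no effect and CRF at EC100 for full effect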
# An asterisk follows results filed as active; nt = no result given. Outcome played no part in choosing rows (roughly 2.9% active in at least one column).
SMILES,M4 antag,IDE inh,CHRM5 antagonist,CHRM4 agonist,CRFBP-R2 block,M5 ag,M5 PAM,M4 PAM,CRFR2-BP ag
CC(=O)C1=CCC(c2ccc(C(C)C)cc2)N(S(=O)(=O)c2ccc(C)cc2)C1 (stereo unspecified),-8,nt,11,0,nt,-1,-11,-8,nt
COc1ccnc(CSC(N)=Nc2ccccc2C(F)(F)F)c1,7,-1,6,1,-9,-2,-4,-2,-2.4
CCCc1nnc(NC(=O)CCC(=O)O)s1,-3,1,2,0,3,4,0,1,-1.5
CCCN(C(=O)CSc1ncnc2sccc12)c1c(N)n(Cc2ccccc2)c(=O)[nH]c1=O,3,-1,4,0,8,-2,9,-1,-0.3
O=c1[nH]c(=S)n2c(c1-c1ccccc1)OC(CBr)C2 (stereo unspecified),-2,nt,3,0,28,2,-2,0,3.6
O=C(/C=C/c1cccs1)Nc1nncs1,-10,0,0,0,7,0,8,-4,-0.9
FCCCOc1ccc(-c2ccnc(-c3ccccc3)n2)cc1,-17,-2,2,0,3,-2,2,23,2.5
COc1ccc(C(O)Cn2c(=N)n(CCCN(C)C)c3ccccc32)cc1 (stereo unspecified),-2,4,-2,0,-10,0,2,13,4.0
CN(c1ccccc1)S(=O)(=O)c1ccc(C(=O)NNC(=O)c2ccccc2F)cc1,-5,2,0,3,0,2,3,2,-0.3
CC(=O)c1cccc(NC(=O)CN2C(=O)C3C4C=CC(C4)C3C2=O)c1 (stereo unspecified),-6,-2,-6,1,-14,2,4,5,-0.3
CCN(CC)S(=O)(=O)c1ccc(C(=O)Nc2ccc(OCC(=O)N3CCOCC3)cc2)cc1,-5,5,-2,1,-5,-2,-3,-4,2.0
O=c1[nH]nc(SCCS(=O)(=O)c2ccc(F)cc2)n1-c1ccccc1C(F)(F)F,-7,-7,-2,2,-9,5,8,-2,0.5
COc1ccc([C@H]2CC(=O)C=C(c3cccc(C#N)c3)C2)cc1,-10,5,9,4,-1,-3,-9,3,-1.8
CN1CCN(C(=O)C(=O)c2cn(CC(=O)N3CCCCCC3)c3ccccc23)CC1,-2,nt,3,1,3,1,-3,3,0.4
Nc1nnc(-c2ccncc2)s1,-1,-4,7,1,8,1,2,0,-1.0
CCC(=O)N1CCc2cc(Br)cc(S(=O)(=O)NCc3ccco3)c21,-1,-3,-1,1,-2,-1,-2,6,0.0
COc1cc(/C=C/CO)cc(OC)c1O[C@@H]1O[C@H](CO)[C@@H](O)[C@H](O)[C@H]1O,-7,4,3,3,18,3,4,14,-0.6
CNC(=S)N(Cc1cccs1)Cc1cc2ccc(OC)cc2[nH]c1=O,-9,1,-4,4,-56,0,-2,2,0.0
O=S1(=O)c2ccc(Br)cc2N2CCC[C@@H]2CN1Cc1ccc(Cl)cc1,9,nt,-11,0,17,-1,-8,-14,-1.6
Cc1cc(NC(=O)CSc2nnnn2-c2ccc(C)c(C)c2)no1,3,6,4,1,5,2,-4,-1,-0.3
CC1CCN(CCCOc2ccc(Br)cc2Cl)CC1,12,-1,-2,6,-8,-13,-8,-24,1.9
O=S(=O)(Nc1ccc(Br)cc1)c1cccc(NS(=O)(=O)c2cccs2)c1,3,nt,9,4,-9,3,-4,-3,12
Cc1ccc(C2=NN(CCC(=O)NCc3ccc4c(c3)OCO4)C(=O)CC2)cc1,-4,3,-2,0,18,-5,2,12,-1.4
O=C(c1cc(-c2ccccc2)nn1-c1ccccc1)N1CCN(S(=O)(=O)c2cccc(F)c2)CC1,-19,-4,2,0,8,-4,-8,9,4.5
CC(C)CC(C(=O)NC(C)(C)C)N(Cc1cccs1)C(=O)c1snc(C(N)=O)c1N (stereo unspecified),-6,2,3,2,-11,-6,-8,-7,-0.4
# Remaining list, next part
SMILES,M4 antag,IDE inh,CHRM5 antagonist,CHRM4 agonist,CRFBP-R2 block,M5 ag,M5 PAM,M4 PAM,CRFR2-BP ag
Cc1ccc(NC(=S)N2CCC(NC(=O)c3ccc(F)cc3)CC2)cc1C,-20,5,6,1,-25,-3,1,7,45
N#Cc1ccc(C(=O)OCC(=O)NC(=O)NCc2ccccc2)cc1,6,nt,2,2,3,1,5,-1,-0.3
CC(C)C(CO)N1CCN(Cc2ccccc2)CCC1=O (stereo unspecified),4,7,-1,0,0,4,3,1,0.1
CN1CCN(C(=O)/C=C/c2ccc([N+](=O)[O-])o2)CC1,-2,nt,3,1,6,-1,-4,-7,0.2
Cc1nc(S(=O)(=O)Cc2ccc(Cl)cc2)nc2c1CCC2,-4,5,-4,1,13,-4,-4,2,1.0
Fc1ccccc1OCCCCn1cncn1,-2,0,1,1,-2,-4,-6,4,-1.3
CCn1c(=S)sc2c(=O)[nH]c(C)nc21,0,2,-1,0,-4,-2,-2,3,-0.1
Cc1c(CCO)sc[n+]1CC(=O)OC12CC3CC(CC(C3)C1)C2,-1,0,10,1,8,-6,-6,-2,-4.5
Cc1ccc(N2C(=O)CC(N3CCN(c4ccc(F)cc4)CC3)C2=O)c(C)c1 (stereo unspecified),0,-2,-3,1,23,0,5,5,-0.5
Cc1nn(-c2ccc(F)cc2)c2sc(C(=O)OC3CCOC3=O)cc12 (stereo unspecified),-3,5,2,2,4,-7,0,5,-0.1
C/C(Cl)=C\Cn1c(NCCc2ccccc2)nc2c1c(=O)n(C)c(=O)n2C,0,6,8,2,-17,2,-5,-7,-0.1
Cn1nc(C(=O)NCCc2ccc3c(c2)OCCO3)c2ccccc2c1=O,-6,nt,2,8,-5,4,-5,7,1.2
Cc1ccc(N2CCN(C(=O)c3ccccc3Br)CC2)c(C)c1,11,7,7,9,-12,3,-3,0,2.7
CN(Cc1ccno1)Cc1cn(Cc2ccccc2)nc1-c1ccc2c(c1)OCO2,-3,0,2,5,-5,-3,-8,-1,0.2
CCOC(=O)c1cnn(-c2ccc(NS(=O)(=O)c3ccc(Cl)cc3)cc2)c1C(F)(F)F,-3,-4,5,2,-20,-1,-9,-11,5.4
CCOc1ccc(Nc2nc(-c3sc(N)nc3C)cs2)cc1,4,2,0,0,9,0,-3,0,0.4
Cc1ccc(S(=O)(=O)N2CCOC2CNC(=O)C(=O)NCc2ccccn2)cc1 (stereo unspecified),-1,0,-5,2,-10,4,3,-3,-2.3
Cc1cc(C)c(C#N)c(SC(C(=O)NC(C)(C)C)c2ccccc2)n1 (stereo unspecified),3,-1,4,0,3,0,7,-3,-1.1
CCn1c(-c2cc(OC)c(OC)c(OC)c2)n[nH]c1=S,5,5,-2,0,-4,-6,1,-1,-0.3
CC1CCCN(CCCNC(=O)CN2C(=O)COc3ccccc32)C1 (stereo unspecified),-1,2,-6,1,3,-6,-1,7,-0.5
COc1ccc(N(CC(=O)NCc2ccccc2OC)S(=O)(=O)c2ccccc2)cc1,1,2,20,4,4,-2,-2,-5,0.3
CC(c1ccccc1)N(C)CC(=O)NC(=O)NCCC1=CCCCC1 (stereo unspecified),-1,-1,-1,5,-14,0,-2,-3,-2.3
COc1ccc(/C=N/NC(=S)SC)cc1OC,9,7,9,5,-13,3,-9,-7,-0.6
CCOC(=O)C1=CCN(S(=O)(=O)c2ccc(F)cc2)C1c1ccc(Br)cc1 (stereo unspecified),-14,nt,6,-1,nt,-4,-9,-9,nt
CCOc1ccc(N=Cc2c(O)n(-c3cccc(C)n3)c(=O)c3ccccc23)cc1,1,3,-3,6,12,-1,1,-7,14
# The list goes on.
SMILES,M4 antag,IDE inh,CHRM5 antagonist,CHRM4 agonist,CRFBP-R2 block,M5 ag,M5 PAM,M4 PAM,CRFR2-BP ag
O=C(CCN1C(=O)/C(=C/c2cccs2)SC1=S)NC1=NCCS1,6,5,3,2,-19,0,-2,-1,-3.6
COC(=O)/C(=C\Nc1ccc(Oc2ccc(F)cc2F)nc1)NC(=O)c1ccccc1,-4,12,2,0,5,1,4,-5,-0.5
CCCC(=O)C1=C(O)C(c2cccc(Oc3ccccc3)c2)CCC1=O (stereo unspecified),-8,4,2,1,9,4,12,10,2.5
O=C(CC(=O)Nc1ccccc1C(=O)O)NNC(=O)Cc1ccccc1,3,9,17,5,7,-4,-6,4,1.1
CC(C)CCNC(=O)C1CCCN(S(=O)(=O)c2ccc(-n3cnnn3)cc2)C1 (stereo unspecified),-5,0,17,-1,14,-1,5,12,-1.3
CCOC(=O)c1ccccc1NC(=O)CSc1nnc(COc2ccccc2C)n1C,0,1,-2,-3,13,-2,-1,3,-1.6
Cc1nc2cc3c(cc2c(C)c1C(=O)OC(C)C)OCO3,2,-6,13,2,-23,-1,-5,-2,-3.9
COc1ccccc1N(CC(=O)Nc1c(C)n(C)n(-c2ccccc2)c1=O)S(=O)(=O)c1ccccc1,-9,nt,5,1,-18,0,3,-1,8.6
Cc1cc(Cl)c(OCCOCCN2CCC(C)CC2)c(Br)c1,14,1,16,4,-24,-7,-14,-15,-0.1
C=CCNC(=O)C(=O)c1c(-c2ccccc2)[nH]c2ccccc12,-14,-3,-5,6,3,1,-5,-8,-4.1
COC(=O)c1ccc(NC(=O)CCNS(=O)(=O)c2cccc3nonc23)cc1,-13,-5,-1,4,-1,1,0,11,0.5
CCOC(=O)c1c(S(=O)(=O)N2CCN(c3ccc(C(C)=O)cc3)CC2)c(C)n(C)c1C,0,3,7,2,18,-6,-1,1,0.2
CN(C(=O)c1ccccc1-c1ncc[nH]1)C1CCCN(Cc2ccccc2F)C1 (stereo unspecified),1,0,15,1,-4,-1,-2,1,-0.1
Cc1cc([N+](=O)[O-])ccc1NCc1ccccc1[N+](=O)[O-],3,2,-7,3,91*,-6,1,-11,0.4
CS(=O)(=O)N(CC(=O)N1CCN(c2cccc(Cl)c2)CC1)c1ccccc1,9,-1,8,8,-8,2,-6,2,-1.8
CC(C(=O)NC1CCCCCC1)n1cc([N+](=O)[O-])cn1 (stereo unspecified),0,0,8,0,-7,-3,0,-2,-0.5
Cc1cc(C)cc(NC(=O)c2ccc(S(=O)(=O)NCc3cccnc3)cc2)c1,6,-2,6,4,0,-4,4,-2,0.4
COc1ccccc1CNS(=O)(=O)c1cc(C(=O)NCc2ccccn2)c(Cl)cc1Cl,-1,nt,-4,4,8,4,-4,14,0.4
COc1ccc(NC(=O)c2cc(OC)c(OC)cc2OC)c(S(=O)(=O)N2CCOCC2)c1,-6,-6,0,1,7,-2,-6,4,-0.2
COc1ccc(N2CCN(Cc3ccc(Br)s3)CC2)cc1,12,-5,1,-2,-7,-2,-2,-5,-0.9
N#Cc1ccccc1NC(=O)Nc1cccc(Cl)c1,18,-1,3,4,-11,-1,-6,21,-0.5
COc1ccc(NC(=O)c2ccccc2SC)cc1,-21,8,-5,1,14,-5,2,-3,-0.4

# A second format for part of the listing above.
SMILES | M4 antag | IDE inh | CHRM5 antagonist | CHRM4 agonist | CRFBP-R2 block | M5 ag | M5 PAM | M4 PAM | CRFR2-BP ag
Cc1cc(NC(=O)CSc2nnnn2-c2ccc(C)c(C)c2)no1 | 3 | 6 | 4 | 1 | 5 | 2 | -4 | -1 | -0.3
CC1CCN(CCCOc2ccc(Br)cc2Cl)CC1 | 12 | -1 | -2 | 6 | -8 | -13 | -8 | -24 | 1.9
O=S(=O)(Nc1ccc(Br)cc1)c1cccc(NS(=O)(=O)c2cccs2)c1 | 3 | nt | 9 | 4 | -9 | 3 | -4 | -3 | 12
Cc1ccc(C2=NN(CCC(=O)NCc3ccc4c(c3)OCO4)C(=O)CC2)cc1 | -4 | 3 | -2 | 0 | 18 | -5 | 2 | 12 | -1.4
O=C(c1cc(-c2ccccc2)nn1-c1ccccc1)N1CCN(S(=O)(=O)c2cccc(F)c2)CC1 | -19 | -4 | 2 | 0 | 8 | -4 | -8 | 9 | 4.5
